Screening results (PubChem)
hcGAS inh = human cGAS inhibition; recombinant h-cGAS, ATP depletion, Kinase-Glo luminescence; inhibition, % at 12.5 µM; AID 1259398; hit rate 0.081% among 290,000;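 further: 0% = vehicle reaction and 100% = reaction without DNA for no activity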
Target sequence (Q8N884 whole entry, looked up): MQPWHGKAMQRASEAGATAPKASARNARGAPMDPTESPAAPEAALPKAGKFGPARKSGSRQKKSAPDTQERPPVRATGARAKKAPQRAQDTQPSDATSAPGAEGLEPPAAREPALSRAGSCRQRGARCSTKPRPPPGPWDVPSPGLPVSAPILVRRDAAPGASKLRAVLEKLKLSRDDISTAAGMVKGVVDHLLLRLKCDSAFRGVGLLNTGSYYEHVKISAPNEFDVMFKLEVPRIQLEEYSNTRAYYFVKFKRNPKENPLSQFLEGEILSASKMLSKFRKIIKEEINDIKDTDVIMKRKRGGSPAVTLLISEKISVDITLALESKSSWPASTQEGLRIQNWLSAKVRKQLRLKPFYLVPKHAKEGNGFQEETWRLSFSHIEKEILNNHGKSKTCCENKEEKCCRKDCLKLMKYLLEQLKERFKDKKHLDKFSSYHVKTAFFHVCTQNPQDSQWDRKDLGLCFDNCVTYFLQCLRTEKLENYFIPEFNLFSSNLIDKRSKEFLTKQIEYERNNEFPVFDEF
mcGAS lum = mouse cGAS inhibition by luminescence; recombinant cGAS, Kinase-Glo ATP depletion luminescence; inhibition, % at 12.5 µM; Q8C6L5; hit rate 0.15% among 160,000;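 further: 0% = negative control wells and 100% = reference inhibitor with no enzyme activity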
NPYLR7 ag = mosquito NPYLR7 agonism; HEK293T NPYLR7/Galpha15, GCaMP6s calcium fluorescence; activation, % at 10 µM; hit rate 0.15% among 270,000; AID 1259423; in the data active means activation above about 40%;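 further: 0% = vehicle and 100% = reference agonist at the receptor; some compounds past the cut are filed as inactive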
* hit, by the source's call; / = no result given; & = joins results of further samples. Unless noted, no stated cut-off is given here; in the data, active means inhibition above about 40%; inactive means the rest.

Values in the order – hcGAS inh | mcGAS lum | NPYLR7 ag
- Cc1cccc(N2CCN(c3cc(-c4ccccc4)nc4ncnn34)CC2C)c1 (stereo not given)
  -2 | -6 | 19
- N#Cc1cccc(C(=O)N2CCN(c3ccc(NC(=O)c4ccco4)cn3)CC2)c1
  -9 | -8 | -2
- CCc1nc(C)ccc1OCC(=O)N1CCN2C(=O)CN(C)C(=O)C2C1 (stereo not given)
  -5 | -16 | 6
- COc1cc(OC)cc(C2=NC(=CC3=Cc4ccc(OC)cc4OC3)C(=O)O2)c1
  1 | / | 5
- Cn1c(-c2ccc(C3NCCc4[nH]cnc43)o2)nc2ccccc21 (stereo not given)
  0 | / | 16
- CCCCN(CC(=O)N1CCc2sccc2C1c1ccc(Cl)cc1)C(=O)N(C)C (stereo not given)
  -3 | -3 | -11
- CCCCC(C)n1[nH]c(=O)c2c(C)cc(=O)[nH]c21 (stereo not given)
  1 | / | 3
- NC(=O)NCc1nc(C2CCOC2)nn1C1CCCCC1 (stereo not given)
  -1 | -4 | /
- COc1ccc(-c2ccno2)cc1S(=O)(=O)N1C[C@H]2CC=CC[C@H]2C1
  -5 | / | 4
- O=C1/C(=C/c2ccncc2)Oc2cc(OC(=O)N3CCOCC3)ccc21
  -5 | -6 | 0
- CCC(=O)N1CCN(c2ccc(Nc3ccccn3)nn2)CC1
  -3 | / | 19
- CCn1ccc(C(=O)Nc2sc3c(c2-c2nc4ccccc4s2)CCN(C)C3)n1
  1 | / | 29
- O=C(CC1COCCN1)NCC1(c2cccc(F)c2)CCOCC1 (stereo not given)
  -4 | / | -5
- CC12CC(=O)C(C)(C1)C1C(=O)N(c3ccc(N4C(=O)C5C(C4=O)C4(C)CC5(C)CC4=O)cc3)C(=O)C12 (stereo not given)
  -11 | / | -1
- CC(c1cccs1)N(C)C(=O)COc1ccc(F)cc1 (stereo not given)
  -4 | / | -4
- [O-][n+]1onc2c1CCc1c-2nc(-c2ccccc2F)n1O
  -5 | / | -9
- CC(=O)OC(C(=O)N1CC(=O)N2CCc3ccccc3C2C1)c1ccccc1 (stereo not given)
  -9 | -10 | -1
- O=C(CCCc1ccccc1)Nc1cccc(-c2ccc3nncn3n2)c1
  0 | -5 | -13
- COc1ccc(OC)c(-c2c(C)c3cc(O)ccc3oc2=O)c1
  -4 | -4 | -3
- CCCS(=O)(=O)N1CCCC(C(=O)NCCCSC2CCCCC2)C1 (stereo not given)
  5 | / | -6
- CCNC(=O)Cc1c(C)nn(-c2nc(C)cc(C)n2)c1C
  -4 | -4 | -4
- Cc1nn(C)c(Cl)c1CNCC(=O)N(C)C
  -5 | / | -2
- O=C(Cc1ccsc1)Nc1cc(S(=O)(=O)N2CCOCC2)ccc1Oc1ccc(F)cc1
  -6 | -7 | 1
- CC(C)(C)c1ccc(S(=O)(=O)NC(=O)C2(C)CCN2C(=O)C2CC2)cc1 (stereo not given)
  -10 | / | 3
- CCC(C)NC(=O)c1cc(-c2ccc(OC)cc2)n(-c2ccccc2Cl)c1C (stereo not given)
  -9 | -5 | 31
- O=C(CN(Cc1ccccc1)C(=O)c1ccc([N+](=O)[O-])cc1)Nc1cc(-c2ccccc2)nn1-c1ccc(F)cc1
  -11 | -6 | 3
- Cc1nnnn1-c1cc(NC(=O)N2CCCCCC2)ccc1F
  -13 | / | 7
- O=C(c1ccccc1)c1ccc2c(c1)N=C1CCCC(=O)C1C(c1cccnc1)N2 (stereo not given)
  -4 | -6 | -6
- Cc1ccc(-n2nc(-c3ccccc3)cc2NC(=O)CN(C(=O)c2ccc(Cl)cc2Cl)C(C)C)cc1
  -9 | -4 | 20
- CCN(c1ccc(Nc2ccc(C#N)cn2)cc1)C(C)C
  -4 | / | -2
- Cn1c(=O)c2c(SCC(=O)NC3(C#N)CCCC3)nc(C(C)(C)C)nc2n(C)c1=O
  2 | -1 | -3
- CCOC(=O)c1cc(-c2cccc(NC(=O)Cc3ccc(F)cc3)c2)n(-c2cccc(C)c2)n1
  0 | -4 | 15
- CCCCCCOCCOCCOC(=O)N1CCC2(CC1)CC(=O)c1c(OC)cc(OC)cc1O2
  -3 | -4 | -8
- O=C(Cn1nnc(-c2cccs2)n1)NC(=O)NCCC1=CCCCC1
  0 | / | 2
- C=CCN(CC=C)C(=O)CSc1nnc(-c2ccccc2F)n1CC=C
  3 | -1 | /
- CC(C)(C)OC(=O)N1CCCC1C(=O)Oc1cc2oc(=O)c3c(c2cc1Cl)CCC3 (stereo not given)
  20 | 4 | 1
- O=C(O)CCn1cc(/C=C\C(=O)c2ccc(F)cc2)c(-c2cccc(Cl)c2)n1
  12 | / | -3
- CN(Cc1cccnc1)C(=O)CC1C(=O)NCCN1C/C=C/c1ccccc1 (stereo not given)
  -4 | -9 | 0
- CCOC(=O)C1CCCN(C(=O)c2csc(CSc3nnc(-c4ccccc4Cl)n3-c3ccccc3OC)n2)C1 (stereo not given)
  9 | 1 | /
- CCCCC(=O)Nc1nnc(SCC(=O)Nc2nc3ccccc3s2)s1
  2 | -1 | 6
- NS(=O)(=O)c1ccc2[nH]c(=O)c3nnc(-c4ccccc4)n3c2c1
  0 | / | 10
- CC1(C)CC(=O)C2=C(C1)N(CC1CCCO1)C(=O)NC2(C(F)(F)F)C(F)(F)F (stereo not given)
  6&1 | -3 | 3
- CC(C(=O)N(C)C)N1CCC(C(F)(F)F)CC1 (stereo not given)
  -20 | / | -8
- CCOCC(=O)Nc1nc(-c2ccc(C)s2)cs1
  -10 | / | -24
- NC(=O)CCn1c(SC(C(=O)NC2CC2)c2ccccc2)nnc1-c1ccco1 (stereo not given)
  11 | -1 | 2

Two entries from above in another layout.
SMILES | hcGAS inh | mcGAS lum | NPYLR7 ag
NS(=O)(=O)c1ccc2[nH]c(=O)c3nnc(-c4ccccc4)n3c2c1 | 0 | / | 10
O=C(CC1COCCN1)NCC1(c2cccc(F)c2)CCOCC1 (stereo not given) | -4 | / | -5

Next results
Values in the order – hcGAS inh | mcGAS lum | NPYLR7 ag
- COc1ccc(-c2cc(C(=O)N3CCc4ccccc4C3)n(-c3ccc(Cl)cc3)n2)c(OC)c1
  -5 | -5 | 22
- COc1cccc(-n2nnc3c(N4CCN(C(=O)C(C)Oc5ccccc5)CC4)ncnc32)c1 (stereo not given)
  -5 | -8 | -9
- Clc1ccc(Oc2cc(N3CCN(CCN4CCOCC4)CC3)ncn2)cc1
  -2 | -3 | -7
- COc1ccc(Oc2cc(C(C)(C)C)nc(SCc3ccc(F)cc3)n2)cc1
  -8 | -6 | 3
- Cc1cccc(CN2C(=O)C3(SCCN3C(=O)c3cccc(Cl)c3)c3cc(C)ccc32)c1 (stereo not given)
  -9 | -4 | 3
- CCNc1ccnc(N2CCC(c3nnc4n3CCCCC4)CC2)n1
  -5 | -10 | -3
- CC(C)c1nc(CN(C)C(=O)CCC(=O)NC2CCCC2)cs1
  -5 | / | 0
- Cc1cc(C)cc(NC(=O)Cn2c(=O)n(Cc3ccc4c(c3)OCO4)c(=O)c3oc4ccccc4c32)c1
  0 | -6 | -2
- Nc1cc(-c2cccc(C(F)(F)F)c2)nn1-c1ccc(C(=O)NCC2CCCCC2)cc1
  -7 | -4 | -8
- COCCN(Cc1cnn(C)c1)C(=O)c1cccc(N)c1
  -9 | -12 | -2
- COc1ccccc1NC(=O)CSc1nc2ccc(C)cc2[nH]1
  -5 | -3 | -4
- Cc1nonc1CN(C)C(=O)c1cccc(NCc2cccnc2)c1C
  -3 | -19 | 15
- CCCN1CCc2nc(Nc3ccc(OCc4ccccc4)cc3)ncc2C1
  -2 | -2 | 2
- COc1cc(NC(=O)CCNS(=O)(=O)c2c(C)noc2C)cc(OC)c1OC
  -1 | / | 0
- Cc1sc2ccccc2c1-c1nccn1CCN1CCOC1=O
  -5 | / | 19

Fetched by compound from above, 7 records:
Values in the order – hcGAS inh | mcGAS lum | NPYLR7 ag
- CC(C)c1nc(CN(C)C(=O)CCC(=O)NC2CCCC2)cs1
  -5 | / | 0
- Cc1nonc1CN(C)C(=O)c1cccc(NCc2cccnc2)c1C
  -3 | -19 | 15
- COc1ccc(-c2cc(C(=O)N3CCc4ccccc4C3)n(-c3ccc(Cl)cc3)n2)c(OC)c1
  -5 | -5 | 22
- CCCN1CCc2nc(Nc3ccc(OCc4ccccc4)cc3)ncc2C1
  -2 | -2 | 2
- Cc1cccc(CN2C(=O)C3(SCCN3C(=O)c3cccc(Cl)c3)c3cc(C)ccc32)c1 (stereo not given)
  -9 | -4 | 3
- Cc1sc2ccccc2c1-c1nccn1CCN1CCOC1=O
  -5 | / | 19
- COc1ccccc1NC(=O)CSc1nc2ccc(C)cc2[nH]1
  -5 | -3 | -4

Additional results.
Values in the order – hcGAS inh | mcGAS lum | NPYLR7 ag
- O=C(Cc1ccccc1)Nc1ccnn1C1CCN(C(=O)CCN2CCCCO2)CC1
  -1&1 | -4&-3 | 4&3
- CC(C)c1ccc(C(C)NC(=O)c2noc3c2CCCC3)cc1 (stereo not given)
  -1 | / | -5
- Cc1sc2ncn(CC(=O)Nc3ccc4c(c3)OCO4)c(=O)c2c1C
  -11 | / | -6
- CN(CC1CCCN(CCc2ccccc2F)C1)C(=O)C1=CCCCC1 (stereo not given)
  2 | / | 0
- CCCNS(=O)(=O)c1cc(C)c(Br)cc1C
  -1 | / | -4
- COc1cccc(COC2CN(C(=O)Cc3cccs3)CC(=O)N(Cc3ccccn3)C2)c1 (stereo not given)
  -18 | -8 | 14
- CC=CCn1c(=O)c2c(nc3oc(C)c(C)n32)n(C)c1=O
  0 | -6 | 5
- CN1CCN(S(=O)(=O)c2cccc3nsnc23)CC1
  2 | / | 4
- Nc1n[nH]c2cccc(F)c12
  -2 | -2 | 0
- Cc1ccc(-n2c(SCCCC(=O)N3CCN(C(=O)c4ccc(Cl)cc4Cl)C(C)C3)nnc2-c2ccccc2)cc1 (stereo not given)
  1 | -2 | 5
- CCc1c(C(=O)N2CCOCC2)c(C(C)C)nn1-c1ccc(F)cc1
  0 | -3 | 8
- CSC(=NS(=O)(=O)c1cccs1)Nc1ccc(N2CCOCC2)cc1
  -8 | -4 | 7
- O=C(CN1CCCCCC1)N[C@@H]1CN(c2ncccn2)C[C@H]1CO
  -8 | -6 | /
- C=CCn1nc(C(=O)N2CCOCC2)c2c1CCC(N1CCOc3ccc(Cl)cc3C1)C2 (stereo not given)
  2 | / | -3
- COc1ccc(OCC(O)CN2CCC(=O)N(CC(C)(C)C)Cc3cc4c(cc32)OCO4)cc1 (stereo not given)
  -1 | -4 | 1
- NC1CCN(Cc2cccc(-c3nc(-c4ccccc4Cl)cc(=O)[nH]3)c2)CC1
  -3 | -4 | 2
- O=C(CN(Cc1ccccc1)c1nc(Cc2ccc(F)cc2)ns1)N1CCN(c2ccccc2F)CC1
  -16 | -5 | -13
- COc1cccc(-n2nnc(C(N)=O)c2C)c1
  -3 | -5 | 1
- O=C(Nc1cccc(C(=O)N2CCCC2)c1)N1CCN(Cc2ccsc2)CC1
  -6 | / | 5
- N#Cc1cccc(C(=O)N2CCN(C(c3ccccc3)c3ccc(Br)cc3)CC2)c1 (stereo not given)
  -2 | -8 | 42*
- Cc1ccccc1-n1ncc(C(C)NC(=O)Cc2c(C)[nH]c3c(F)cccc23)c1C (stereo not given)
  -5 | -13 | 7
- Oc1ccc(Nc2nc(N3CCCC3)c3ccccc3n2)cc1
  23 | 14 | -7
- COc1ccccc1/C=C/CN1CCC2(CC1)C(=O)N(Cc1cccnc1)C(=O)N2C
  -8 | -16 | 9
- O=C(Nc1nncs1)C1CC1c1cccc(Cl)c1Cl (stereo not given)
  -9 | / | 7
- Cc1[nH]c2ccccc2c1C(=O)N1CCN(CC(F)(F)F)CC1
  5 | / | 5
- CC1CN(c2cc(Cl)nc(SCC(=O)N(CCC#N)Cc3cccnc3)n2)CCN1C(=O)C1CCCCC1 (stereo not given)
  -3 | -6 | -2
- Cc1nn(C)c(C)c1CCC(=O)N(C)C1CCCN(CCc2ccccc2)C1 (stereo not given)
  -1 | / | 1
- CCn1c(SCC(=O)Nc2cc(C)ccc2C)nnc1-c1cccs1
  -10 | / | 15
- O=C(COc1ccccc1O)N1CCc2c(ncnc2N2CCOCC2)C1
  -8 | / | 2
- N#CCCN(CCC#N)C(=O)CN(CCO)c1cccc(F)c1
  -6 | / | 0
- COCc1c(Br)c(C)nc(OCC(=O)N/N=C\c2ccc(-c3ccc(Cl)c(Cl)c3)o2)c1C#N
  -2 | -2 | 10
- CCn1nc(C(C)C)cc1C(=O)N(C)Cc1nc(C)no1
  -3 | -11 | /
- Fc1cccc(F)c1Oc1ccc2c(-c3ccccc3)noc2n1
  -3 | -5 | 1
- COc1cccc(C2CCN(C(=O)c3cnn4cc(C)cnc34)C2)c1OC (stereo not given)
  -2 | / | 4
- CCOC(=O)c1nn(-c2ccccc2)c(=O)cc1OS(=O)(=O)c1cc(C(C)C)ccc1OCC
  -2 | / | 9
- C=CCCC(=O)Nc1sc2c(c1C(=O)OCC)Cc1ccccc1-2
  0 | -5 | 4
- N#C/C(=C\c1ccc(O)cc1)C(=N)C(C#N)C#N
  1 | 2 | 1
- COC(=O)c1ccc(S(=O)(=O)Nc2cccc(S(=O)(=O)N(C)C)c2)cc1
  -4 | / | 0
